RORgamma inh: blocks mouse ROR gamma transcriptional activity. P51450. Drosophila S2 Gal4-RORgamma UAS-luciferase reporter, 20 h. Potency, µM (titrated, usually from 53.6 µM), without a hit: at the highest dose activity change, negative = inhibition, usual class: inhibitors. hit rate 5.4% among 310,000; note: % is set by controls: 0 for no effect and ±100 for the full control effect; nearly all actives have a fitted effect of over 60% in size
Target sequence (P51450 whole entry, looked up, the tested form may be a part): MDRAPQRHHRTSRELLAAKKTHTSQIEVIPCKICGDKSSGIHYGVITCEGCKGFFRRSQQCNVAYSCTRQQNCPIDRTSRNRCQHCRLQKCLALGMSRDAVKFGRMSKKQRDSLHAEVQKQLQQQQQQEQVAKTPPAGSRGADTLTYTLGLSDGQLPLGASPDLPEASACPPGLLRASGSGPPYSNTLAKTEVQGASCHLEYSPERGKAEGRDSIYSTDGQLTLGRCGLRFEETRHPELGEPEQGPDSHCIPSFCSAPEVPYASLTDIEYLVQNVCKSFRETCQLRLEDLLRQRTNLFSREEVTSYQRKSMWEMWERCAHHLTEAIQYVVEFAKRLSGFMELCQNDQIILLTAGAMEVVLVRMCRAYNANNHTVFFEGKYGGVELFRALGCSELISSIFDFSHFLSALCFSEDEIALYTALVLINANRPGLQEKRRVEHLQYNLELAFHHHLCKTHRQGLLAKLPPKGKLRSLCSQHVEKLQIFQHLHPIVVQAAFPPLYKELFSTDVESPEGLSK
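In this cell-based reporter format, copper sulfate (700 uM final) drives Gal4–ROR gamma fusion expression from a metallothionein promoter in Drosophila Schneider cells; compounds preincubated 1 hr, reporter read after 20 hr at ambient temperature.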
MBNL1-CUG inh: MBNL1-poly(CUG) RNA binding inhibition | AID 2675 | Potency, µM (top dose mostly 57.5 µM), for inactives: top-dose activity change, negative = inhibition, hits mostly inhibitors | hit rate 0.036% among 280,000 | TR-FRET MBNL1-His/biotin-(CUG)12 binding, 665/545 ratio | Q9NR56; active = well fitted inhibition curve with a large enough effect in the signal ratio, with a control signal flat, not every such curve was filed as active; inconclusive = small, poorly fitted or top-dose-only effect, or effect the other way, or a change in a side signal; inactive = no such curve, though single readings can be large or run the other way; the % refers to the signal ratio; note: % is set by controls: 0 for no effect and ±100 for the full control effect
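TR-FRET readout: Ex 340 nm, 665/545 nm emission ratio, normalized to buffer-only (basal) and MBNL1-(CUG)12 controls. Complex of MBNL1-His with Biotin-(CUG)12, compounds 92 nM–58 uM, incubated 60 min at room temperature.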
Rab9 promoter act: activators of Rab9 promoter; Huh7 Rab9 promoter-luciferase reporter, luminescence, 24 h; Potency, µM (series often up to 9.22 µM), for the others: at the top dose activation, negative = inhibition, actives largely listed as activators; hit rate 2.8% among 320,000; note: % of control where 0% means no effect; nearly all actives have a fitted effect of over 60% in size
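Measured in stably transfected Huh7 cells bearing a Rab9 promoter–luciferase construct: 24 h compound treatment at 37 °C, followed by luminescence detection.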
p53 reactivation: re-activators of mutant p53. H1299 p53-A138V BP100-luciferase reporter, luminescence, 24 h. Potency, µM (doses to about 92.2 µM), inactives show at the highest dose activity change, positive = activation, actives largely listed as activators. hit rate 0.063% among 320,000. AID 504706; note: % of control where 0% means no effect; nearly all actives have a fitted effect of over 45% in size
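H1299 (p53-null), stable ts p53-A138V + BP100-Luc; 1000 cells/well, Opti-MEM/10% FBS; cpd 4 pt, 1:5; 24 h, 37 deg C, 5% CO2; detection reagent 10 min RT; luminescence.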
FLuc modulator: firefly luciferase modulation, counter-screen for miR-21 project. Potency, µM (top dose mostly 57.5 µM), without a hit: at the highest dose activity change, negative = inhibition, hits mostly inhibitors. purified FLuc, Km substrates, luminescence inhibition. P08659. hit rate 6.9% among 360,000;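 note: plate controls were vehicle for no effect and reference inhibitor for full effect; nearly all actives have a fitted effect of over 55% in size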
Target sequence (P08659 whole entry, looked up): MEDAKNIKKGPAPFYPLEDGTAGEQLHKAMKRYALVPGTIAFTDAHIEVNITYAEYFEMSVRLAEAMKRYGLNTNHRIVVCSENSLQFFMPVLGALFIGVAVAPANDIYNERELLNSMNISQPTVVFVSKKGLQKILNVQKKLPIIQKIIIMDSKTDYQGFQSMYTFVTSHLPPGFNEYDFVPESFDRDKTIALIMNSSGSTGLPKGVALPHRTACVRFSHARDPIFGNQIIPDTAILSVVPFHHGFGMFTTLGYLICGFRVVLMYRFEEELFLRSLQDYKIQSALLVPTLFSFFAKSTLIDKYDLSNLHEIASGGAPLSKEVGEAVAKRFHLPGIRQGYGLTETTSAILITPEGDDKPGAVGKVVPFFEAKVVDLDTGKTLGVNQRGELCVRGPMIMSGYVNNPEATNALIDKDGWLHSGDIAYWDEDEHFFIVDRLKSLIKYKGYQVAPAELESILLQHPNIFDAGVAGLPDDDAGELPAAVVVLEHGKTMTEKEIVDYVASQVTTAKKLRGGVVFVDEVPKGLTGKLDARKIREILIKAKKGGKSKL
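Biochemical qHTS of compounds, final roughly 60 µM downward over six points, against 10 nM purified firefly luciferase using Km concentrations of substrates (10 uM D-luciferin, 10 uM ATP) in Tris acetate pH 7.5 buffer; luminescence output.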
uPA generation: cell surface uPA generation inhibition. cell surface uPA generation assay, qHTS. Potency, µM (highest dose often 38.3 µM), for inactives: at the top dose activity change, negative = inhibition, actives largely listed as inhibitors. hit rate 0.31% among 330,000; active = well fitted inhibition curve with a large enough effect; inconclusive = small, poorly fitted or top-dose-only effect; inactive = no such curve, though single readings can be large or run the other way; tested in mouse RAW 264.7 cells; note: % is set by controls: 0 for no effect and ±100 for the full control effect; nearly all actives have a fitted effect of over 55% in size
BRCA1 expr act: BRCA1 expression activation | MCF7-BRCA1-FFLuc reporter, luminescence, 48 h; response scale: scaled: vehicle 0%, 10 µM genistein 100% | Potency, µM (top dose mostly 46.1 µM), for the others: at the highest dose activation, usual class: activators | hit rate 1.1% among 380,000 | AID 624202; note: nearly all actives have a fitted effect of over 80% in size; some results filed as inactive show a strong effect at the top dose
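Activators of BRCA1 expression were detected as increased firefly luciferase luminescence in engineered MCF7 cells after 48 h compound incubation. Signals were scaled to genistein 10 microM as full activation.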
VP16 counter: counter-screen for ROR gamma inhibitors: Gal4-VP16 reporter | hit rate 3.5% among 310,000 | Potency, µM (series often up to 53.6 µM), for inactives: top-dose activity, negative = inhibition, most hits filed as inhibitors | Drosophila S2 Gal4-VP16 UAS-luciferase, luminescence, 20 h;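 note: Gal4-VP16 expression switched on by copper sulfate through the metallothionein promoter; % is set by controls: 0 for no effect and ±100 for the full control effect; nearly all actives have a fitted effect of over 50% in size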
NPC1 prom act: activates the NPC1 promoter; Potency, µM (top dose mostly 9.22 µM), for inactives: at the top dose activation, usual class: activators; Huh7 NPC1 promoter luciferase reporter, 24 h; hit rate 2.4% among 320,000; AID 485313;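 note: % of control where 0% means no effect; nearly all actives have a fitted effect of over 60% in size; reporter is driven by a mutant NPC1 promoter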
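NPC1 promoter–luciferase Huh7 cells; 24 h compound; luminescence.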
ELG1 genotox: induces genotoxicity in HEK293T cells with luciferase-tagged ELG1. HEK293T ELG1-luciferase reporter, luminescence, 16 h. Potency, µM (titrated, usually from 46 µM), for inactives: at the highest dose activity change, positive = activation, hits mostly activators. hit rate 1.3% among 330,000; note: % of control where 0% means no effect; nearly all actives have a fitted effect of over 60% in size
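Cells (2,000/well) expressing the ELG1-luciferase fusion are dosed by pin tool and kept 16 hr at 37 °C, 5% CO2. Signal comes from ONE-Glo luciferase reagent after 30 min at room temperature.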
Active calls of the source: *; & = joins results of further samples; [ ] = dose if it differs, or a comment. Unless noted, calls come from the whole dose curve; as a rule, active = well fitted curve in the direction sought with a large enough effect; inconclusive = small, poorly fitted or top-dose-only effect, or another doubt; inactive = no such curve, though single readings can be large; an effect the other way counts as inactive or inconclusive. Potency is the fitted concentration of half-maximal effect.

What do the screens show for `Cc1c(Cl)cccc1NC(=S)NCc1cccn1C`?
RORgamma inh: 4.5µM*; MBNL1-CUG inh: 5%; Rab9 promoter act: -11%; p53 reactivation: 0%; FLuc modulator: 0%; uPA generation: 5%; BRCA1 expr act: 2%; VP16 counter: 18µM*; NPC1 prom act: -6%; ELG1 genotox: -1%

How did Nc1n[nH]c2cc(=O)n(-c3cccc(C(F)(F)F)c3)nc12 do in these assays?
RORgamma inh: 23%; Rab9 promoter act: 0%; p53 reactivation: 8%; FLuc modulator: 0%; uPA generation: inconclusive; BRCA1 expr act: 1%; VP16 counter: -3%; NPC1 prom act: -19%; ELG1 genotox: -7%

Results for COc1ccccc1C(=O)Nc1ccccc1N1CCN(S(C)(=O)=O)CC1 ?
RORgamma inh: 27%; MBNL1-CUG inh: -12%; Rab9 promoter act: -1%; p53 reactivation: -25%; FLuc modulator: 2%; uPA generation: 2%; BRCA1 expr act: -24%; VP16 counter: -2%; NPC1 prom act: -1%; ELG1 genotox: -10%

How did CC(NC(=O)CCC(=O)c1ccc(F)cc1)C1CC2CCC1C2 (stereo not given) do in these assays?
RORgamma inh: 21%; MBNL1-CUG inh: 1%; Rab9 promoter act: 1%; p53 reactivation: -1%; FLuc modulator: -2%; uPA generation: -8%; BRCA1 expr act: 11%; VP16 counter: -1%; NPC1 prom act: 1%; ELG1 genotox: 0%

What do the screens show for `CCSc1cnn(-c2ccccc2)c(=O)c1SCC`?
RORgamma inh: inconclusive; MBNL1-CUG inh: inconclusive; Rab9 promoter act: -3%; p53 reactivation: -3%; FLuc modulator: 0%; uPA generation: -13%; BRCA1 expr act: -3%; VP16 counter: 16%; NPC1 prom act: -4%; ELG1 genotox: -5%

How did Cc1noc(C)c1C(=O)N1CC(C)OC(C)C1 (stereo not given) do in these assays?
RORgamma inh: -17%; MBNL1-CUG inh: -7%; Rab9 promoter act: 13%; p53 reactivation: 2%; FLuc modulator: -2%; uPA generation: 5%; BRCA1 expr act: -2%; VP16 counter: 6%; NPC1 prom act: 0%; ELG1 genotox: 2%

Results for CC1(C)O[C@@H]2[C@H](O1)[C@@H](COS(=O)(=O)O)O[C@H]2n1cnc2c(N)ncnc21 ?
Rab9 promoter act: -3%; p53 reactivation: 14%; FLuc modulator: 6%; NPC1 prom act: -3%; ELG1 genotox: -1%

How did CC1CCC(C(C)C)C(OC(=O)CSc2n[nH]c(=O)[nH]c2=O)C1 (stereo not given) do in these assays?
RORgamma inh: 12%; MBNL1-CUG inh: 6%; Rab9 promoter act: 6%; p53 reactivation: -11%; FLuc modulator: -1%; BRCA1 expr act: -1%; VP16 counter: 3%; NPC1 prom act: 0%; ELG1 genotox: 0%

Results for COc1ccc(-c2nc(CS(=O)CC(=O)NCCCN3CC(C)CC(C)C3)c(C)o2)cc1OC (stereo not given) ?
RORgamma inh: -9%; MBNL1-CUG inh: 0%; Rab9 promoter act: 0%; p53 reactivation: 1%; FLuc modulator: 0%; uPA generation: -2%; BRCA1 expr act: 0%; VP16 counter: 0%; NPC1 prom act: -5%; ELG1 genotox: 2%

How did CC(C)(C)C(=O)NC(=S)Nc1ccc(C(F)(F)F)cc1 do in these assays?
RORgamma inh: 4.5µM*; MBNL1-CUG inh: -7%; Rab9 promoter act: -1%; p53 reactivation: 5%; FLuc modulator: inconclusive; uPA generation: -4%; BRCA1 expr act: 8%; VP16 counter: inconclusive; NPC1 prom act: 1%; ELG1 genotox: 4%

What do the screens show for `CCOC(=O)C1=C(C)Nc2nc(SCC(=O)OC)nn2C1c1cc(F)cc(F)c1` (stereo not given)?
RORgamma inh: 12%; MBNL1-CUG inh: 7%; Rab9 promoter act: -2%; p53 reactivation: -3%; FLuc modulator: 9%; uPA generation: -3%; BRCA1 expr act: -20%&0%; VP16 counter: 3%; NPC1 prom act: 0%; ELG1 genotox: 0%

How did COc1ccc2nc(NC(=O)CSCc3c(C)noc3C)sc2c1 do in these assays?
Rab9 promoter act: 13%; p53 reactivation: 3%; FLuc modulator: inconclusive; uPA generation: 4%; BRCA1 expr act: 13%; NPC1 prom act: 1%; ELG1 genotox: inconclusive

The list goes on, starting with the last three of the part before.
How did CC(C)(C)C(=O)NC(=S)Nc1ccc(C(F)(F)F)cc1 do in these assays?
RORgamma inh: 4.5µM*; MBNL1-CUG inh: -7%; Rab9 promoter act: -1%; p53 reactivation: 5%; FLuc modulator: inconclusive; uPA generation: -4%; BRCA1 expr act: 8%; VP16 counter: inconclusive; NPC1 prom act: 1%; ELG1 genotox: 4%

What do the screens show for `CCOC(=O)C1=C(C)Nc2nc(SCC(=O)OC)nn2C1c1cc(F)cc(F)c1` (stereo not given)?
RORgamma inh: 12%; MBNL1-CUG inh: 7%; Rab9 promoter act: -2%; p53 reactivation: -3%; FLuc modulator: 9%; uPA generation: -3%; BRCA1 expr act: -20%&0%; VP16 counter: 3%; NPC1 prom act: 0%; ELG1 genotox: 0%

How did COc1ccc2nc(NC(=O)CSCc3c(C)noc3C)sc2c1 do in these assays?
Rab9 promoter act: 13%; p53 reactivation: 3%; FLuc modulator: inconclusive; uPA generation: 4%; BRCA1 expr act: 13%; NPC1 prom act: 1%; ELG1 genotox: inconclusive

How did Cc1cc(C(=O)CSc2nnc(N)s2)c(C)n1C1CC1 do in these assays?
Rab9 promoter act: inconclusive; p53 reactivation: 13%; FLuc modulator: inconclusive; uPA generation: -3%; BRCA1 expr act: 7.9µM*; NPC1 prom act: inconclusive; ELG1 genotox: inconclusive

How did Cc1ccc2[nH]c(=O)c(CNS(=O)(=O)c3ccccc3)c(-c3ccccc3)c2c1 do in these assays?
RORgamma inh: 31%; Rab9 promoter act: -3%; p53 reactivation: -2%; FLuc modulator: 2%; uPA generation: -5%; BRCA1 expr act: -14%; VP16 counter: -15%; NPC1 prom act: -4%; ELG1 genotox: -5%

What do the screens show for `COCCN1C(=O)c2ccccc2C(C(=O)Nc2ccc3c(c2)OCCO3)C1c1ccc(F)cc1` (stereo not given)?
RORgamma inh: -14%; MBNL1-CUG inh: 0%; Rab9 promoter act: -1%; p53 reactivation: -2%; FLuc modulator: -1%; uPA generation: 0%; BRCA1 expr act: -1%; VP16 counter: 1%; NPC1 prom act: -1%; ELG1 genotox: -2%

What do the screens show for `CCOC(=O)C1=C(C)SC2=NS(=O)(=O)CCN21`?
RORgamma inh: 1%; MBNL1-CUG inh: -4%; Rab9 promoter act: -4%; p53 reactivation: -4%; FLuc modulator: 1%; uPA generation: 12%; BRCA1 expr act: -2%; VP16 counter: -1%; NPC1 prom act: -4%; ELG1 genotox: 4%

What do the screens show for `Cc1c(NC(=O)c2cc(-c3ccccc3)nc3ccccc23)c(=O)n(-c2ccccc2)n1C`?
p53 reactivation: -9%; uPA generation: 18%; BRCA1 expr act: -16%; ELG1 genotox: -4%

How did CCOc1ccc(CN2CCN(Cc3ccc4cc(F)ccc4n3)CC2CCO)cc1 (stereo not given) do in these assays?
RORgamma inh: -21%; MBNL1-CUG inh: 5%; Rab9 promoter act: -7%; FLuc modulator: -1%; uPA generation: -3%; BRCA1 expr act: -2%; VP16 counter: -6%; NPC1 prom act: -2%; ELG1 genotox: -8%

How did Cc1ccnc(NC(=O)/C=C/c2ccccc2[N+](=O)[O-])c1 do in these assays?
RORgamma inh: -27%; MBNL1-CUG inh: inconclusive; Rab9 promoter act: 0.56µM*; p53 reactivation: -1%; FLuc modulator: 3.4µM*; VP16 counter: -12%; NPC1 prom act: 2µM*; ELG1 genotox: 2.6µM*

How did O=C(COC(=O)Cn1cc(C(F)(F)F)ccc1=O)Nc1ccc(Br)cc1F do in these assays?
Rab9 promoter act: 2%; p53 reactivation: -5%; FLuc modulator: 6%; uPA generation: 0%; BRCA1 expr act: 20%; NPC1 prom act: -5%; ELG1 genotox: -1%

What do the screens show for `Cc1ccc(NC(=S)N2CCCCC2CO)cc1C` (stereo not given)?
RORgamma inh: 7.9µM*; MBNL1-CUG inh: -8%; Rab9 promoter act: inconclusive; p53 reactivation: 7%; FLuc modulator: inconclusive; BRCA1 expr act: 57%; VP16 counter: inconclusive; NPC1 prom act: 13%; ELG1 genotox: 9%

What do the screens show for `CC1(C)Cc2c(sc(NC(=O)/C=C/C(=O)O)c2C#N)CO1`?
RORgamma inh: 23%; MBNL1-CUG inh: -3%; Rab9 promoter act: 0%; p53 reactivation: -3%; FLuc modulator: inconclusive; uPA generation: 6%; BRCA1 expr act: -20%; VP16 counter: 6%; NPC1 prom act: 1%; ELG1 genotox: 0%

How did CC1(C)C2CCC(C2)C1(C)NC(=O)CN1CCCC1 (stereo not given) do in these assays?
RORgamma inh: -19%; MBNL1-CUG inh: 0%; Rab9 promoter act: 11%; FLuc modulator: -1%; uPA generation: -3%; BRCA1 expr act: 0%; VP16 counter: 0%; NPC1 prom act: -1%; ELG1 genotox: 0%

How did COc1ccc(-c2nnc(SC(C)C(=O)Nc3nccs3)n2Cc2ccccc2)cc1OC (stereo not given) do in these assays?
RORgamma inh: -2%; MBNL1-CUG inh: 0%; Rab9 promoter act: 8%; p53 reactivation: -8%; FLuc modulator: 0%; uPA generation: -1%; BRCA1 expr act: 2%[1.84 µM]; VP16 counter: -2%; NPC1 prom act: -2%; ELG1 genotox: -1%

Screens deposited in PubChem BioAssay by National Center for Advancing Translational Sciences (NCATS).
